CHT allo act = allosteric activators of human choline transporter CHT | CHT-expressing cells, membrane potential dye, choline EC20; stronger effect = higher value; LV-AA mutant CHT in HEK293 cells | B-score at 10 µM | hit rate 0.49% among 310,000;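 active = initial fluorescence not abnormally high and integrated response B-score, plate-corrected, over 3 SD above library mean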
Target sequence (Q9GZV3 whole entry, looked up): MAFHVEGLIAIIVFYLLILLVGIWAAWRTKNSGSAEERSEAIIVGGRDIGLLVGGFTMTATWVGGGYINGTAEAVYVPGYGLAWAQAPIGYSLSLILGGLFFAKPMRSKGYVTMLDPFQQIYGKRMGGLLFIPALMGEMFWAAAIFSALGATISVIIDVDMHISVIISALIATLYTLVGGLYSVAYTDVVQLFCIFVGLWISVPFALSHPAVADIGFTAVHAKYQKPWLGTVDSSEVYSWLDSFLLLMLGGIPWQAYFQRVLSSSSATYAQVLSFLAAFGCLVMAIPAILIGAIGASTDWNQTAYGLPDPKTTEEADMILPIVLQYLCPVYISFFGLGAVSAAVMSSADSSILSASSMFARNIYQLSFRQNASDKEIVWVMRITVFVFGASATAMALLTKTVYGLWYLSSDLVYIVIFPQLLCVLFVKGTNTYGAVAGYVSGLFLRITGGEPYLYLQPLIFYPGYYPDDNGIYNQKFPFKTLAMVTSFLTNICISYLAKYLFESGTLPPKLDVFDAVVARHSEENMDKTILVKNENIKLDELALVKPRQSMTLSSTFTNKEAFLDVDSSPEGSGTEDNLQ
OX1R antag = antagonists of human orexin 1 receptor | O43613 | CHO/OX1R cells, Fluo-8 calcium fluorescence, orexin A | inhibition, % at 5 µM | hit rate 0.43% among 330,000;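 active = inhibition above its plate's threshold, mean inhibition of all tested compounds on the plate plus 3 SD, cut at about 37% in these data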;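 also: 0% = orexin A challenge wells and 100% = SB-334867-A antagonist wells; not every result past the cut was called active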
Target sequence (O43613 whole entry, looked up): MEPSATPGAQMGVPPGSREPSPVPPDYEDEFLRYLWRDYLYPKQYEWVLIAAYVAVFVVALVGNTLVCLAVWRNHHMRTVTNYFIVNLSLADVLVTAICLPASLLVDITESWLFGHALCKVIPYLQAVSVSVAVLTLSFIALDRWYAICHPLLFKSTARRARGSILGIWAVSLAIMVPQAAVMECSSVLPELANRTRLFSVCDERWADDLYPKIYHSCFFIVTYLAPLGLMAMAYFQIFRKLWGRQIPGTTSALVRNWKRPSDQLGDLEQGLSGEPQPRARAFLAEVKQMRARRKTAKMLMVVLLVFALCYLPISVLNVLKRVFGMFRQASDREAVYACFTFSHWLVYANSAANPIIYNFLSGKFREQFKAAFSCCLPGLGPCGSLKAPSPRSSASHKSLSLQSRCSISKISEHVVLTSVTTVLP
An asterisk follows results filed as active; i = inactive; · = not tested or not shown; & = joins results of further samples. Some of the compounds tested; rates above refer to the full screens.

canonical_smiles	CHT allo act	OX1R antag
O=C1OC(c2ccc([N+](=O)[O-])cc2)=N/C1=C/N1CC2CC(C1)c1cccc(=O)n1C2 (stereo not given)	i	-5
C[C@H]1C[C@@H](C)C(=O)[C@@H]([C@H](O)CC2CC(=O)NC(=O)C2)C1	i	-21
C=CCN1CC[C@]23c4c5ccc(O)c4O[C@H]2C(=O)CC[C@@]3(O)[C@H]1C5	i	2&-1
CC12CN3CN(C1)CC(C)(C3)C2=NO	i	5
O=S1(=O)N(CCN2CC=C(c3c[nH]c4cc(F)ccc34)CC2)c2cccc3c2N1CCC3	i	-5
CC(C)OCCCNC(=O)c1c(N)n(Cc2cccs2)c2nc3ccccc3nc12	i	-32
O=C1/C(=C\c2cc3c(cc2Cl)OCO3)N2CCC1CC2	i	-14
Cc1ccsc1C(=O)C1CCCN(Cc2cnc(N3CCCC3)s2)C1 (stereo not given)	i	-36
O=C1NC(=O)N(c2ccc(F)cc2)C(=O)/C1=C/c1ccsc1	i	-3
COc1ccc(C(O)c2ccccc2OP(=O)(N(C)C)N(C)C)cc1 (stereo not given)	i	-10
COc1cc(/C=C/C(=O)c2c(O)n(CCc3ccccc3)c(=O)[nH]c2=O)ccc1O	i	2
CN1C(=O)COc2c(C(=O)NC3CN4CCC3CC4)cc(Cl)cc21 (stereo not given)	8.9*	12
COc1cc(C(=O)OC2C[C@H]3CC[C@@H](C2)N3)ccc1O (stereo not given in full)	i	-24
Cn1cc([N+](=O)[O-])c(C(=O)Nc2ccc3c(C(F)(F)F)cc(=O)oc3c2)n1	i	-22
O=c1[nH]c(=O)n(CCC2=CCCCC2)c(O)c1/C=N/Nc1ccccc1	i	3

A few values from the list.
`Cc1ccsc1C(=O)C1CCCN(Cc2cnc(N3CCCC3)s2)C1` (stereo not given) in OX1R antag → -36
`O=C1OC(c2ccc([N+](=O)[O-])cc2)=N/C1=C/N1CC2CC(C1)c1cccc(=O)n1C2` (stereo not given) in OX1R antag → -5

(more compounds)
canonical_smiles	CHT allo act	OX1R antag
CC1CCN(C(=O)C(C)Cl)CC1 (stereo not given)	i	-10
CC12CN3CC(C)(CN(C1)C3c1ccncc1)C2=O (stereo not given)	i	0
COC(=O)C1=C(c2ccc(OC)c(OC)c2)C[C@@H]2CC[C@H]1N2C(=O)NCCc1ccccc1	·	-14
Brc1ccc(Oc2cc(Br)c(Br)cc2Br)c(Br)c1	·	-8
Cc1ccc(S(=O)(=O)N(c2cc(Cl)c(O)c(Cl)c2)P(=O)(OC(C)C)OC(C)C)cc1	i	-6
CCCNC(=O)N1[C@H]2CC[C@@H]1C(C(=O)OC)=C(c1ccc(F)cc1F)C2	·	-23
O=C(Nc1ccc2ccccc2c1)N1C[C@H]2C[C@@H](C1)c1cccc(=O)n1C2	i	-13
FC(F)(F)c1ccccc1CCN1CCNCC1	i	-5
CN1c2ccc([N+](=O)[O-])cc2CC2(C(=O)NC(=O)N(c3ccc(Br)cc3)C2=O)C1c1ccccc1 (stereo not given)	i	-15
O=C(O)C(Cl)Cl	i	-18
CCN(CC)C(=O)c1ccc(NC(=O)c2cccc(S(=O)(=O)N3CCN(Cc4ccccc4)CC3)c2)cc1	i	12
O=c1[nH]c2ccccc2c(=O)n1-c1ccc(Cl)cc1Cl	i	-13
[N-]=[N+]=NCc1cn2cccnc2n1	i	2
CC(=O)C1CCC2C3CCC4CC(O)CCC4(C)C3CCC12C (stereo not given)	i	-12
CNC(=O)c1cccn(Cc2ccc(C(F)(F)F)cc2)c1=O	i	-10
COc1ccc(C(=O)NC(=S)N2C[C@H]3C[C@H](C2)c2cccc(=O)n2C3)cc1	i	-20
CC(C)(C)NC(=O)NC(=O)CN1CC=C(c2ccccc2)CC1	i	-34
COC(=O)C1=C(c2ccc(Cl)c(C(F)(F)F)c2)C[C@@H]2CC[C@H]1N2C(=O)NCc1cc(C)oc1C(F)(F)F	·	-13
Cc1ccc2nc(N3CCN(C)CC3)[nH]c2c1	i	-9
COc1cc(O)cc2c1C(=O)OC(C)CCCC(=O)CCC/C=C\2 (stereo not given)	i	-11
O=C(C[N+]12CCC(CC1)C(OC(=O)c1ccccc1)C2)c1ccc([N+](=O)[O-])cc1 (stereo not given)	i	-7
CNCC(=O)c1ccccc1	i	1
CCCNc1nc(OC)nc(N2CC3CC(C2)c2cccc(=O)n2C3)n1 (stereo not given)	i	-16
O=C(O)C1CSC(c2cccnc2)N1 (stereo not given)	i	-14
COC(=O)[C@@H](N)CCCN=C(N)N[N+](=O)[O-]	i	3
COC(=O)C1=C(c2ccc(F)cc2OCc2ccccc2)C[C@@H]2CC[C@H]1N2C(=O)NCc1ccco1	·	-11
COc1cc2c(C(=O)N3CCN(C)CC3)c(C)n(C)c2cc1Br	i	-31
O=C1/C(=C\c2ccc(Cl)cc2Cl)N2CCC1CC2	i	-34
O=c1c2cc(Br)ccc2[nH]c(=S)n1-c1ccccc1	i	15
CCCNS(=O)(=O)c1ccc(OCC(=O)N2CCN(Cc3ccc4c(c3)OCO4)CC2)cc1	i	-19
COc1cc(CN2CCCC(C(=O)c3sccc3C)C2)cc(Cl)c1O (stereo not given)	i	-24
CCCCCCNc1nc(OC)nc(N2CC3CC(C2)c2cccc(=O)n2C3)n1 (stereo not given)	i	-40
O=C(O)c1ccccc1N=Nc1c(O)[nH]c(=O)[nH]c1=O	i	3
O=C1NC(=S)N(c2ccc(F)cc2)C(=O)/C1=C/c1ccco1	i	-7
C=CCn1c(=O)c(C=Nc2cccc([N+](=O)[O-])c2)c(O)n(CCCC)c1=O	i	-9
CCC(=NC1CCN(Cc2ccccc2)CC1)c1c(O)[nH]c(=O)[nH]c1=O	i	-2
COc1ccc(-n2cnc3cc(C(=O)N4CCC5(CC4)OCCO5)ccc32)cc1	i	-4
CCOC(=O)CN1C(=O)C2(C(C#N)=C(N)Oc3ccccc32)C(C(=O)OC)=C1C (stereo not given)	i	-14
Cc1ccc(OCCSC2=NN2c2cc(C)nc(N)n2)cc1	i	-24
O=C(c1cc2ccccn2n1)N1CCC2(CC1)OCCO2	i	-16
CC(C)=CCSc1nnc([C@@H](N)Cc2c[nH]c3ccccc23)o1	i	-16
NC(=O)CN1CCCC1=O	i	-1
O=P(Oc1ccccc1)(Oc1ccccc1)c1ccccc1	i	-32
COCCNC(=O)c1c(NC(=O)c2ccco2)n(Cc2ccccc2)c2nc3ccccc3nc12	i	-35
CCOc1ccc(N=Cc2c(O)n(-c3cc(C)cc(C)c3)c(=O)[nH]c2=O)cc1	i	-19
O=C(O)C1C2CCC(O2)C1C(=O)Nc1ccc(Cl)cc1 (stereo not given)	i	-23
COc1cc(CN2CCN(C(=O)Cc3ccccc3)CC2)cc(OC)c1OC	i	-24
CCn1cc(C=C2C(=O)N(C)C(=O)N(C)C2=O)c2ccccc21	i	-16
COC(=O)C1=C(c2cccc(Cl)c2)C[C@@H]2CC[C@H]1N2C(=O)NCC1CC1	·	-20
CO[C@H]1[C@@H](OC)CC(OC2OC(CO)C(O)C(O)C2O)/C(=C\C#N)[C@@H]1O (stereo not given in full)	i	-3
O=C(c1cccn2c(=O)c3cc(Cl)ccc3nc12)N1CCC2(CC1)OCCO2	i	-27
CON(C)C(=O)Nc1ccc(Cl)cc1	i	2
CC(=O)N1N=C2C3CCN(CC3)C2C1c1ccc(F)cc1 (stereo not given)	i	-2
COC(=O)C1=C(c2ccccc2OCc2ccccc2)C[C@@H]2CC[C@H]1N2C(=O)NCCOc1ccccc1Cl	·	62*
COCCCNC(=O)c1c(NC(=O)c2ccccc2)n(Cc2ccccc2)c2nc3ccccc3nc12	i	-36
c1ccc2c3c([nH]c2c1)C1(CCNCC1)NCC3	i	-9
CCOc1ccccc1OCC(=O)Nc1ccc(Cl)cc1C(=O)c1ccccc1	i	-70
O=[N+]([O-])c1cnc[nH]1	i	-6
O=c1[nH]c(=O)n(Cc2ccccc2Cl)c(O)c1/C=C1/C=CC=N1	i	-18
COc1cccc(-n2c(=S)[nH]c3ccccc3c2=O)c1	i	-18

The list continues:
canonical_smiles	CHT allo act	OX1R antag
COc1ccc(NP(=O)(Oc2cccc(C)c2)Oc2cccc(C)c2)cc1OC	i	-26
CNP(=S)(NC)OCCOc1ccc(OC)cc1	i	-16
CNC(=S)N1CCn2cccc2C1c1cccnc1 (stereo not given)	i	-11
CCOC(=O)c1c(C)n(Cc2ccc3c(c2)OCO3)c2ccc(O)cc12	i	-27
C[n+]1c(-c2ccccc2)cc(CCCCc2cc(-c3ccccc3)[n+](C)c(-c3ccccc3)c2)cc1-c1ccccc1	6.8*	-26
O=C(CCCOc1ccc(Cl)cc1Cl)N1CCC2(CC1)OCCO2	i	-29
O=C(N/N=C/c1c(O)n(-c2ccccc2)c(=O)[nH]c1=O)c1ccncc1	i	5
Cc1nn(Cc2ccccc2Cl)c(C)c1C(=O)NC1CCCc2ccccc21 (stereo not given)	i	-28
Clc1ccc(OCC#CCN2CCCC2)cc1	i	-17
O=P(O)(O)/C=C(\Cl)c1ccccc1	i	-13
Cc1c(C=C2C(=O)NC(=O)NC2=O)c(=O)n(-c2ccccc2)n1C	i	-4
CNC(C(=O)c1ccccc1)C(OC(C)=O)c1cccc([N+](=O)[O-])c1 (stereo not given)	i	-16
CCCCn1c(O)c(/C=N/N2CCCCC2c2cccnc2)c(=O)[nH]c1=S (stereo not given)	i	-44
CCCCn1c(O)c(C(C)=Nc2ccc3c(c2)CCC3)c(=O)[nH]c1=O	i	-16
CCN(CC)c1ccc(N=Cc2c(O)n(Cc3ccccc3)c(=O)[nH]c2=O)cc1	i	4&-21

Arranged by length of the SMILES (rising): 7 of the compounds above.
canonical_smiles	CHT allo act	OX1R antag
Clc1ccc(OCC#CCN2CCCC2)cc1	i	-17
O=P(O)(O)/C=C(\Cl)c1ccccc1	i	-13
CNC(=S)N1CCn2cccc2C1c1cccnc1 (stereo not given)	i	-11
O=C(CCCOc1ccc(Cl)cc1Cl)N1CCC2(CC1)OCCO2	i	-29
Cc1c(C=C2C(=O)NC(=O)NC2=O)c(=O)n(-c2ccccc2)n1C	i	-4
CCN(CC)c1ccc(N=Cc2c(O)n(Cc3ccccc3)c(=O)[nH]c2=O)cc1	i	4&-21
C[n+]1c(-c2ccccc2)cc(CCCCc2cc(-c3ccccc3)[n+](C)c(-c3ccccc3)c2)cc1-c1ccccc1	6.8*	-26

New compounds follow:
canonical_smiles	CHT allo act	OX1R antag
Cc1ccc(S(=O)(=O)N2CCCC(C(=O)N3CCC4(CC3)OCCO4)C2)cc1 (stereo not given)	i	-9
Cc1cccc(-n2c(O)c(/C=C/C=Nc3ccccc3)c(=O)[nH]c2=O)c1	i	23
O=Cc1cn(Cc2ccccc2F)c2ccccc12	i	-16
C[N+]1(C)[C@@H]2CC[C@H]1CC(OC(=O)C(CO)c1ccccc1)C2 (stereo not given in full)	i	7
CCC(C)N1CCN(C(=O)Cc2ccccc2)CC1 (stereo not given)	i	-16
COC(=O)C1=C(c2ccc(OC)c(OC)c2)C[C@@H]2CC[C@H]1N2C(=O)NC1CC1	·	4
Cc1ccc(-c2nc3ccccc3c(=O)n2-c2cc(C)ccn2)cc1	i	-18
C[C@]12CCC3C(CC[C@H]4C[C@@H](O)CC[C@]34C)C1CC[C@@H]2N (stereo not given in full)	·	-15
CCSc1nnc([C@@H](N)Cc2c[nH]c3ccccc23)o1	i	-16
N#Cc1ccc(OCC(=O)N2CCN(Cc3ccc4c(c3)OCO4)CC2)cc1	i	0
NC1CCCCC1N=Cc1c(O)n(Cc2ccc(F)cc2)c(=O)[nH]c1=O (stereo not given)	i	-20
CC(Cc1ccccc1)[n+]1cc(/N=C(\N)[O-])on1 (stereo not given)	i	-9
O=C(c1cc2ccccc2oc1=O)N1CCC2(CC1)OCCO2	i	-10
CC(C)=CCN1CC[C@@]2(C)c3cc(O)ccc3C[C@@H]1C2C (stereo not given in full)	·	-2
COc1cccc(CNC2CN3CCC2CC3)c1OC (stereo not given)	i	-9
CCOC(=O)C(C)(CC)NC(=O)CSP(=S)(OCC)OCC (stereo not given)	i	-3
Cn1c(=O)cc(OCC(=O)N2CCN(Cc3ccc4c(c3)OCO4)CC2)c2ccccc21	i	-22
CNC(C(=O)c1ccccc1)C(OC)c1ccc(C)cc1 (stereo not given)	i	-25
COc1ccc2c(c1)[C@]13CCCCC1C(C2)N(C)CC3 (stereo not given in full)	i	1
COc1ccc(CCn2c(O)c(C=Nc3ccccc3F)c(=O)[nH]c2=O)cc1OC	i	-17
O=C(COc1ccc(Br)cc1)N1CCN(Cc2c[nH]c3ccccc23)CC1	i	-29
CCOC(=O)C1C2NC(=O)N(Cc3ccccc3)C1(C)Oc1c(OC)cccc12 (stereo not given)	i	-21
CCC(C)OC(=O)c1c(N)n(Cc2cccs2)c2nc3ccccc3nc12 (stereo not given)	i	-8
O=c1[nH]c2ccccc2n1C1CCN(CCCC(c2ccc(F)cc2)c2ccc(F)cc2)CC1	i	-13
Cn1c(O)c(C=Nc2ccccc2Sc2ccccc2)c(=O)n(C)c1=O	i	-27
O=C(Cc1ccccc1)Oc1ccc([N+](=O)[O-])cc1	i	-5
CC(=O)O[C@H]1CC[C@@]2(C)C(=CC(=O)C3C2CC[C@@]2(C)C3C[C@H](OC(C)=O)[C@@H]2OC(C)=O)C1 (stereo not given in full)	·	-10
Cc1cc(Cc2c(O)[nH]c(=S)[nH]c2=O)ccc1OC(C)C	i	-4
COc1ccc(-n2nc(C(=O)NCC(=O)N3CCC4(CC3)OCCO4)c3ccccc3c2=O)cc1OC	i	-22
NC(=O)Cn1cc(C=C2C(=O)NC(=O)NC2=O)c2ccccc21	i	·

Bioassay records from PubChem.
